aSyn tox rescue: qHTS of alpha-syn Inhibitors: NCGC Sytravon Library Screen; Potency, µM (highest dose often 46.1 µM), for inactives: top-dose growth rescue (activation), actives largely listed as activators; S. cerevisiae alpha-synuclein toxicity rescue, BacTiter-Glo growth, 24 h; 94,000 compounds, 0.02% hits; AID 1347070, 2019; active = well fitted activation curve with a large enough effect; also: 0% is about no effect
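Growth restoration measured by BacTiter-Glo luminescence after 24 hr at 30 deg C; alpha-synuclein yeast, raffinose-pregrown to mid-log, were added at OD600=0.02 in galactose medium onto pinned compounds.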
The depositor's hits bear a star. Potency is read from the fitted curve at half-maximal effect.

Start of the listing, in advance:
Structure,aSyn tox rescue
COc1ccc(CN(C)C[C@@H]2OCCCC[C@H](C)Oc3ccc(NC(=O)Nc4ccc(F)cc4)cc3C(=O)N([C@H](C)CO)C[C@H]2C)cc1,-2.2%
COc1cc(/C=C/c2nc(C#N)c(N3CCCCCC3)o2)cc(OC)c1OC,-13.2%

All compounds of this part, from the first entry:
Structure,aSyn tox rescue
COc1ccc(CN(C)C[C@@H]2OCCCC[C@H](C)Oc3ccc(NC(=O)Nc4ccc(F)cc4)cc3C(=O)N([C@H](C)CO)C[C@H]2C)cc1,-2.2%
COc1cc(/C=C/c2nc(C#N)c(N3CCCCCC3)o2)cc(OC)c1OC,-13.2%
Cc1ccc(-c2noc(CCC(=O)N(C)c3ccccc3F)n2)cc1,2.1%
CCOc1ccc(S(=O)(=O)N2CCCCC2)cc1NC(=O)Cc1cc(OC)c(OC)c(OC)c1,0.6%
COc1ccc(C(=O)NCC(=O)OCC(=O)c2ccc3c(c2)NC(=O)CO3)cc1OC,-2.1%
Cc1ccc(-c2cc(C(=O)Oc3ccc(C#N)cc3)no2)cc1,-2.0%
C[C@H](CO)N1C[C@H](C)[C@H](CN(C)S(=O)(=O)c2ccccc2)OCc2ccccc2-c2c(n(C)c3ccccc23)C1=O,6.6%
Cc1ccc2nc(C)c(C(=O)N/N=C/c3ccc(N4CCOCC4)cc3)cc2c1,7.4%
COc1ccccc1CNC(=O)CS(=O)Cc1nc(-c2ccccc2C)oc1C (stereo not given),-7.0%
COc1cccc(-c2nc(-c3ccc4c(c3)NC(=O)CO4)cs2)c1,-21.8%
COc1ccc(CNC(=O)C2CCN(C(=O)Cc3ccccc3)CC2)cc1,5.6%
Cc1ccc(Cl)cc1NS(=O)(=O)c1cc2c3c(c1)CC(=O)N3CCC2,6.5%
CCCN(CCC)c1cc(C)nc2nc(-c3ccc(C(C)(C)C)cc3)nn12,4.4%
Cn1c(/N=C/c2ccccc2[N+](=O)[O-])nc2ccccc21,0.3%
Cc1ccc(C)c(NC(=O)C2CCCN(S(=O)(=O)c3ccc4[nH]c(=O)ccc4c3)C2)c1 (stereo not given),6.9%
O=C(CCNS(=O)(=O)c1ccc(F)cc1)N1CCN(c2ncccn2)CC1,-6.8%
Cn1cc(CN2CCN(c3cnccn3)CC2)c(-c2cccc(Cl)c2)n1,0.4%
COc1ccc(-c2cc(C(=O)Oc3ccc(C)cc3)c3cc(C)ccc3n2)cc1,-4.1%
O=C(NCC(c1ccc2c(c1)OCO2)N1CCN(c2ccccc2)CC1)C(=O)Nc1ccc(F)cc1 (stereo not given),-3.5%
CCCCn1c(-c2cccc(F)c2)nc2c1c(=O)[nH]c(=O)n2CC(C)C,-10.6%
COc1ccc(NC(=S)NC2CCCCC2)c(OC)c1,-2.6%
COc1ccc(NC(=O)c2nnn(CC(=O)Nc3ccc(C)c(C)c3)c2N)cc1OC,-4.6%
Cc1ccc(-n2cc(CN3CCC(O)(c4ccccn4)CC3)c(-c3ccc(F)cc3)n2)cc1,0.2%
Cc1cc(N2CCN(C)CC2)nc2ccc(NC(=O)Nc3ccc(F)cc3)cc12,-9.0%
CC(C)Cc1cc(C(=O)NCc2cccs2)no1,1.1%
CCOc1ccccc1N(C)C(=O)c1cc(S(=O)(=O)NCCc2ccc(Cl)cc2)ccc1F,6.9%
Cc1ccc(NC(=O)CSc2ncc3c(n2)-c2ccc(Cl)cc2N(C)S3(=O)=O)cc1F,-8.4%
COc1cc(OC)cc(C(=O)Nc2ccc(-c3nc4ccccc4s3)cc2C)c1,7.0%
COc1cccc(C(=O)Nc2cccc(C(C)=O)c2)c1,4.5%
Oc1c(C(c2cccs2)N2CCN(c3cccc(Cl)c3)CC2)sc2ncnn12 (stereo not given),-4.8%
Cc1cc(C(=O)COc2ccc(Br)cc2F)c(C)n1CC1CCCO1 (stereo not given),-7.6%
CN(C)CCN(C(=O)/C=C/c1cccs1)c1nc2c(F)cc(F)cc2s1,-2.0%
C[N+](C)(C)CCN1C(=O)CSC1=O,-2.2%
CCOc1cc2[nH]c(=O)n(CCCCC(=O)N3CCN(c4ccccc4OC)CC3)c(=O)c2cc1OCC,2.6%
COc1ccc2cc(CCNS(=O)(=O)c3ccc(C)cc3)c(=O)[nH]c2c1,-1.2%
Cc1oc(-c2cccc(Cl)c2)nc1CN1CCCC(C(=O)NCc2ccc(Cl)cc2)C1 (stereo not given),-23.5%
O=C(c1ccc2c(c1)N(Cc1ccc(Cl)cc1)C(=O)c1ccccc1S2(=O)=O)N1CCC(Cc2ccccc2)CC1,16.7%
O=C(Nc1cc(Cl)ccc1N1CCOCC1)c1cccnc1,-0.9%
CCN1CCN(c2cc(C)c3cc(NC(=O)c4cccc(Cl)c4)ccc3n2)CC1,-16.6%
COc1ccc(N2CC(NC(=O)C3CCCC3)CC2=O)cc1OC (stereo not given),-14.8%
CCCCN(CCCNC(=O)c1ccc2c(c1)NC(=O)CN2C)c1ccccc1,5.6%
COc1ccc(S(=O)(=O)Nc2ccccc2C(=O)N2CCOCC2)cc1C,-10.4%
COc1ccc(OCC(=O)Nc2ccc(-c3nc4cc(C)cc(C)c4o3)cc2)cc1,-10.6%
Cc1ccnc2nc(C(=O)OCC(=O)c3c[nH]c4ccccc34)nn12,-4.7%
O=c1c2sc3ccccc3c2n(Cc2cccc(C(F)(F)F)c2)c(=O)n1Cc1ccccc1,-4.3%
COc1ccc(NC(=O)C(NC(=O)/C=C\c2ccc3c(c2)OCO3)c2ccc(OC)cc2)cc1 (stereo not given),-11.4%
COc1ccc(S(=O)(=O)Nc2cccc(-c3ccc(N4CCCCC4)nn3)c2)cc1F,-1.1%
Cc1ccc(NC(=O)CSc2nncn3c2cc2sccc23)cc1F,-7.6%
Cc1ccccc1NC(=O)c1sc2nc(N3CCOCC3)c3c(c2c1N)CC(C)(C)OC3,-15.1%
O=C1NC(c2ccccc2OC(F)F)Oc2ccccc21 (stereo not given),8.6%
COc1ccccc1NC(=S)Nc1ccc2cn[nH]c2c1,6.8%
CCOc1ccc(NC(=O)c2cc3c(C)nc4ccccc4c3o2)cc1,12.7%
Cc1ccc(CNC(=O)C2CCCCN2S(=O)(=O)c2ccccc2)cc1 (stereo not given),12.1%
COc1ccc(-c2nc(C)c(CCNC(=O)C(=O)Nc3cc(C)cc(C)c3)s2)cc1OC,18.8%
CCOc1ccc(N(CC(=O)NCCc2ccccc2)S(=O)(=O)c2ccccc2)cc1,-5.3%
N#Cc1ccc(C(=O)N2CCN(c3nc4ccc(F)cc4s3)CC2)cc1,6.2%

Going on with the list.
Structure,aSyn tox rescue
O=C(CCC(=O)NNC(=O)c1ccccc1[N+](=O)[O-])NCc1ccccc1,-7.0%
Cc1cc(OC(C)C(=O)Nc2cccc(-c3nc4ccccc4o3)c2)cc(C)c1Cl (stereo not given),-6.6%
CCc1ccc(-c2nc3cc(NC(=O)c4ccc(C)c(C)c4)ccc3o2)cc1,-1.5%
O=C(c1ccco1)N1CCN(C(=O)c2ccc(-c3cccc(C(F)(F)F)c3)o2)CC1,2.2%
Cc1ccc(S(=O)(=O)c2[nH]c(-c3ccccc3)nc2SCC(=O)O)cc1,-10.6%
CN(C)S(=O)(=O)NCC1CCCN(Cc2cc3ccccc3s2)C1 (stereo not given),3.0%
Cc1ccc(S(=O)(=O)c2c(Nc3cc(C)ccc3C)sc(C(=O)c3ccc4c(c3)OCO4)c2N)cc1,-8.0%
COc1ccccc1NC(=O)CSc1ncc2c(n1)-c1ccccc1N(Cc1ccccc1C)S2(=O)=O,2.1%

4 entries out of the list, sorted by molar mass, lowest first.
Structure,aSyn tox rescue
CN(C)S(=O)(=O)NCC1CCCN(Cc2cc3ccccc3s2)C1 (stereo not given),3.0%
Cc1ccc(S(=O)(=O)c2[nH]c(-c3ccccc3)nc2SCC(=O)O)cc1,-10.6%
Cc1cc(OC(C)C(=O)Nc2cccc(-c3nc4ccccc4o3)c2)cc(C)c1Cl (stereo not given),-6.6%
Cc1ccc(S(=O)(=O)c2c(Nc3cc(C)ccc3C)sc(C(=O)c3ccc4c(c3)OCO4)c2N)cc1,-8.0%

Later entries
> Cc1c(Br)c([N+](=O)[O-])nn1C(C)C(=O)NCC1CCCO1 (stereo not given)
  aSyn tox rescue: 10.5%
> COc1ccc(C(CNC(=O)Cc2ccc(Cl)cc2)N2CCOCC2)cc1 (stereo not given)
  aSyn tox rescue: 6.1%
> Cc1c(NS(=O)(=O)c2cc(C(=O)O)ccc2Cl)c(=O)n(-c2ccccc2)n1C
  aSyn tox rescue: -10.6%
> COc1ccc2oc(C(=O)N3CCCc4ccccc43)c(C)c2c1
  aSyn tox rescue: -25.6%
> COc1ccc(NC(c2nnc(-c3ccccc3)o2)c2ccccc2F)cc1Cl (stereo not given)
  aSyn tox rescue: 12.7%
> CCOC(=O)C1CCCN(C(=O)c2cn(C)c3ccc(S(=O)(=O)N(C)C)cc3c2=O)C1 (stereo not given)
  aSyn tox rescue: -2.2%
> O=C1N(Cc2cccc(Cl)c2)C[C@@H]2C[C@@H](c3cccn3-c3nccs3)N3CCC[C@@]123
  aSyn tox rescue: 3.7%
> COc1ccc(NC(=O)c2c(C)oc3ccc(O)c(CN4CCCCCC4)c23)cc1
  aSyn tox rescue: -8.1%
> O=C(Nc1ccc(C(=O)OCc2cc(=O)n3ccsc3n2)cc1)c1cccc(F)c1
  aSyn tox rescue: -2.1%
> O=C(/C=C/c1ccc(Cl)cc1)N1CCC(c2nc3ccccc3o2)CC1
  aSyn tox rescue: -1.4%
> Cc1onc(-c2c(F)cccc2Cl)c1C(=O)OCC(=O)NC(=O)NCC(C)C
  aSyn tox rescue: 7.8%
> Cc1ccc(C)c(NC(=O)Cn2cc(S(=O)(=O)NC(C)C)c(S(=O)(=O)NC(C)C)c2)c1
  aSyn tox rescue: 6.8%
> CCS(=O)(=O)N1CCc2cc(C(=O)Nc3cccc(NC(C)=O)c3)ccc21
  aSyn tox rescue: -3.6%
> COc1ccc(-n2c(=O)c3ccccc3n(CC(=O)Nc3ccccc3OC)c2=O)cc1
  aSyn tox rescue: 4.0%
> Cc1ccc(O)c(-c2n[nH]c3c2C(c2ccccc2F)N(Cc2ccco2)C3=O)c1 (stereo not given)
  aSyn tox rescue: 5.3%

> NC(=O)C[n+]1cccc(/C=N/O)c1
  aSyn tox rescue: 7.1%
> CCOC(=O)c1cc(OC(=O)c2ccc(C)cc2)n(-c2ccccc2)n1
  aSyn tox rescue: -11.1%
> O=C(CC1CCCC1)N1CCN(S(=O)(=O)c2cccc(F)c2)CC1
  aSyn tox rescue: 12.3%
> O=C(CN(c1cccc(Br)c1)S(=O)(=O)c1ccccc1)N1CCc2ccccc2C1
  aSyn tox rescue: 0.2%
> COc1ccc(C(=O)NCC(c2cccs2)N2CCc3ccccc32)cc1OC (stereo not given)
  aSyn tox rescue: -13.3%
> CCOC(=O)c1cnc2cc(C(F)(F)F)ccc2c1Nc1cc(C)ccc1OC
  aSyn tox rescue: -5.7%
> Cc1cccn2c(=O)c(/C=C(\C#N)C(=O)NCc3ccco3)c(N3CCOCC3)nc12
  aSyn tox rescue: 8.0%
> COCc1nc2ccccc2n1Cc1cccc(C)c1
  aSyn tox rescue: -5.3%
> CN(Cc1ccccc1)C(=O)c1ccc2c(c1)NC(=O)C(N1CCOCC1)S2 (stereo not given)
  aSyn tox rescue: 0.6%
> CC1CCN(c2ccc(-c3cccc(NS(=O)(=O)c4ccc(F)cc4F)c3)nn2)CC1
  aSyn tox rescue: -0.2%
> CCOc1ccccc1N(C)C(=O)c1cc2c(s1)-c1ccccc1OC2
  aSyn tox rescue: 8.4%
> C[C@H](CO)N1C[C@H](C)[C@H](CN(C)C(=O)Nc2cccc3ccccc23)OCc2cnnn2CCCC1=O
  aSyn tox rescue: -1.7%
> Cc1cc(NC(=O)CSc2nc3c(cc2C#N)CCCC3)no1
  aSyn tox rescue: -3.6%
> O=C(NCc1ccccc1F)C1CC(=O)N(c2ccc3c(c2)OCCO3)C1 (stereo not given)
  aSyn tox rescue: 3.6%
> CCOc1ccccc1CNC(=O)CCn1ccc2cc(S(=O)(=O)N3CCCCC3)ccc21
  aSyn tox rescue: -3.6%
> CCCN(C(=O)c1ccc2c(=O)n3c(nc2c1)CCCCC3)c1cccc(Cl)c1
  aSyn tox rescue: 15.9%
> COC(=O)N(C)C[C@@H]1OCc2cnnn2CCCC(=O)N([C@H](C)CO)C[C@@H]1C
  aSyn tox rescue: 0.2%

Looked up by structure from the entries so far (seven):
> CCOC(=O)c1cc(OC(=O)c2ccc(C)cc2)n(-c2ccccc2)n1
  aSyn tox rescue: -11.1%
> Cc1cc(NC(=O)CSc2nc3c(cc2C#N)CCCC3)no1
  aSyn tox rescue: -3.6%
> CN(Cc1ccccc1)C(=O)c1ccc2c(c1)NC(=O)C(N1CCOCC1)S2 (stereo not given)
  aSyn tox rescue: 0.6%
> C[C@H](CO)N1C[C@H](C)[C@H](CN(C)C(=O)Nc2cccc3ccccc23)OCc2cnnn2CCCC1=O
  aSyn tox rescue: -1.7%
> CC1CCN(c2ccc(-c3cccc(NS(=O)(=O)c4ccc(F)cc4F)c3)nn2)CC1
  aSyn tox rescue: -0.2%
> CCCN(C(=O)c1ccc2c(=O)n3c(nc2c1)CCCCC3)c1cccc(Cl)c1
  aSyn tox rescue: 15.9%
> O=C(CN(c1cccc(Br)c1)S(=O)(=O)c1ccccc1)N1CCc2ccccc2C1
  aSyn tox rescue: 0.2%

Screening results (PubChem)

Not all compounds are listed; the hit share may differ from the screen's.
